Bioassay records deposited in PubChem BioAssay by National Center for Advancing Translational Sciences (NCATS).
TGFb inhibitor – blocks TGF-b signaling. 1.2% of 410,000 active. Potency, µM (series often up to 46.1 µM), without a hit: top-dose activity, negative = inhibition, usual class: inhibitors. HepG2 CAGA-GFP TGF-b/SMAD3 reporter, GFP fluorescence, 18 h; TGF-beta stimulated, 500 pg/mL final; further: potency means the concentration at half of the fitted maximal effect; on the % scale 0 is the no-effect control and ±100 the full control effect; nearly all actives have a fitted effect of over 65% in size
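Using HEPG2 CAGA-GFP reporter cells at 1000 cells/well, we pinned test compounds, stimulated with recombinant TGF-beta (500 pg/mL final) and measured total well GFP after 18 h.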
ATXN2 expr inh – reduces ATXN2 reporter expression in HEK-293 cells; HEK-293 ATXN2-luciferase reporter, luminescence, 24 h; Potency, µM (series often up to 57 µM), without a hit: at the highest dose activity change, negative = inhibition, hits mostly inhibitors; 0.72% of 360,000 active; further: potency means the concentration at half of the fitted maximal effect; on the % scale 0 is the no-effect control and ±100 the full control effect; nearly all actives have a fitted effect of over 55% in size
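qHTS (up to 57 uM final) was run with 24 h compound exposure of reporter cells at 37 °C. Each well was multiplexed: SteadyGlo luminescence measured ATXN2-luciferase expression after a fluorogenic Gly-Phe-AFC viability readout (25 uM final).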
MCF10A rerep – induces DNA re-replication in MCF 10a normal breast cells | MCF 10A DNA re-replication, Hoechst nuclear intensity, 48 h | Potency, µM (doses to about 46.1 µM), for the others: top-dose activity, positive = re-replication, most hits filed as activators | 2.9% of 350,000 active; further: potency means the concentration at half of the fitted maximal effect; % of control where 0% means no effect; nearly all actives have a fitted effect of over 50% in size
Nrf2 activator – activators of Nrf2 (ARE) signaling; AREc32 ARE-luciferase reporter (MCF7-derived line), luminescence, 24 h; Potency, µM (titrated, usually from 46.1 µM), for inactives: top-dose activation, hits mostly activators; 0.31% of 410,000 active; AID 624171; further: potency means the concentration at half of the fitted maximal effect; % of control where 0% means no effect; nearly all actives have a fitted effect of over 65% in size
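Luciferase luminescence (Steady-Glo, 30 min at room temperature) served as the read-out of ARE activation in AREc32 cells treated with compounds for 24 hr at 37 deg C.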
IL1B secr inh – inflammasome signaling inhibition, IL-1 beta readout; THP-1 LPS/ATP IL-1B secretion, AlphaLISA, 16 h; hits give low values; activity change, % at 57.5 µM; 4.7% of 360,000 active; in the data active means activity change below about -50%; inconclusive means mostly about -30% to -49%; further: on the % scale 0 is the no-effect control and ±100 the full control effect
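Secreted IL-1B measured by AlphaLISA bead assay after 16 h compound exposure of THP-1 cells; compounds (final up to 57.5 uM) added 1 h before LPS (250 ng/mL) and ATP (1.25 mM) stimulation; lower signal means less secretion.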
HepG2 viability – kills HepG2 cells in TGF-b inhibitor counter-screen. HepG2 CAGA-GFP viability, ATP luminescence, 18 h. Potency, µM (titrated, usually from 46.1 µM), inactives show at the top dose activity change, negative = cytotoxicity, most hits filed as cytotoxic. 0.76% of 410,000 active; further: potency means the concentration at half of the fitted maximal effect; some results filed as inactive show a strong effect at the top dose
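HepG2 CAGA-GFP cells (1000/well, DMEM with 1% FBS) received compound, then TGF-beta at 500 pg/mL final, and were incubated 18 hours at 37 degrees C. Viability was read by CellTiter-Glo luminescence. Media-only wells were set as complete cell-killing and DMSO as no toxicity.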
ATXN viability – reduces viability in counter-screen for ATXN expression inhibitors. S2 cells (HEK-293 line with an ATXN2-luciferase reporter) viability, CellTiter-Fluor protease fluorescence, 24 h. AID 651635. 0.49% of 400,000 active. Potency, µM (titrated, usually from 56.7 µM), most hits filed as cytotoxic; further: potency means the concentration at half of the fitted maximal effect; nearly all actives have a fitted effect of over 40% in size
A549 tox – kills or reduces viability of A549 cells in Nrf2 counter-screen | A549 ARE-Fluc cells, CellTiter-Fluor viability, 18-24 h | 0.16% of 390,000 active | Potency, µM (series often up to 46 µM), for the others: at the top dose activity change, negative = cytotoxicity, hits mostly inhibitors; further: potency means the concentration at half of the fitted maximal effect; on the % scale 0 is the no-effect control and ±100 the full control effect
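A549 ARE-Fluc cells in 5% FBS OPTI-MEM, 5000 cells/well, rested 2 h then exposed to compounds in concentration-response for 18-24 h at 37 °C. Viability by CellTiter-Fluor fluorescence (Ex 405/Em 525) after 30 min; luciferase luminescence (BugLite, 15 min, RT) read afterwards.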
Nrf2 block – blocks Nrf2 signaling; A549 ARE-Fluc reporter, luciferase luminescence, 18-24 h; Potency, µM (titrated, usually from 46 µM), inactives show top-dose activity change, negative = inhibition, most hits filed as inhibitors; 2.1% of 360,000 active; AID 504444; further: potency means the concentration at half of the fitted maximal effect; on the % scale 0 is the no-effect control and ±100 the full control effect; nearly all actives have a fitted effect of over 60% in size
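A549 ARE_Fluc cells (5000/well, 5% FBS OPTI-MEM) pre-incubated 2 h, then treated with compounds 18-24 h at 37C/5% CO2 in concentration-response. CellTiter-Fluor viability read first; BugLite luciferase luminescence after 15 min at room temperature gives Nrf2 activity.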
* marks the source's active call; other numbers are inactive results; i = inactive; ? = inconclusive; · = not tested or not shown; [ ] = another dose, or the depositor's remark. Unless noted, the call rests on the fitted dose curve; in most records, active means well fitted curve in the direction sought with a large enough effect; inconclusive means small, poorly fitted or top-dose-only effect, or another doubt; inactive means no such curve, though single readings can be large; an effect the other way counts as inactive or inconclusive. The order is random; any-hit rate near 8.8%.

Screens in order – ATXN2 expr inh, IL1B secr inh, TGFb inhibitor, HepG2 viability, A549 tox, ATXN viability, Nrf2 activator, Nrf2 block, MCF10A rerep
- CCc1ccc2nc(SCC(=O)N3CC(=O)Nc4ccccc43)c(C#N)cc2c1
 : 4%, 56, 0%, -14%, -20%, ?, 0.0%, -22%, 8.2µM*
- CCOc1ccc(NC(=O)CSc2nnc(NC(=O)Nc3ccccc3)s2)cc1
 : ·, ·, -4%, -23%, 1%, ·, -0.4%, ·, ·
- O=C(NCc1ccc(Cl)cc1)C(=O)Nc1nccs1
 : -28%, 11, 0%, -1%, 0%, i, -0.5%, 7%, -1%
- Fc1cccc(Cl)c1CSc1nnc(CNc2ccccc2)o1
 : 12%, -7, -14%, -19%, 12%, i, 3.7%, 5%, ?
- CCc1cc(=O)oc2cc(C)cc(OC(C)C(=O)NCCCn3ccnc3)c12 (stereo not given)
 : 5%, -10, 9%, -12%, 3%, i, 0.3%, 0%, 0%
- O=C(COC(=O)c1n[nH]c2ccccc12)Nc1cccc(S(=O)(=O)N2CCOCC2)c1
 : -5%, 60, -11%, 3%, 0%, i, 2.6%, ?, -7%
- Cc1cccnc1CN1CCN(C(=O)c2cc(COc3ccc4ncccc4c3)on2)CC1
 : -35%, -24, ?, -1%, -16%, i, 3.4%, 4.1µM*, ?
- Cc1ccc(NC(=O)CSc2nnc(N)s2)cc1S(=O)(=O)N1CCOCC1
 : -8%, 8, -22%, 14%, 2%, i, 0.2%, -5%, 0%
- CC(C)S(=O)(=O)c1oc(-c2ccc(F)cc2)nc1S(=O)(=O)c1ccc(F)cc1
 : ·, ·, 1.3µM*, 2µM*, ?, ·, ?, ?, ·
- COc1ccc([N+](=O)[O-])cc1NC(c1nnc(-c2ccccc2)o1)c1ccccc1F (stereo not given)
 : 4%, ·, -20%, 0%, -1%, i, 5.1%, 5%, ·
- CCNc1oc(/C=C/c2ccc(OCC)cc2)nc1C#N
 : -37%, -1, ?, -33%, 7%, i, 2.4%, -22%, 2.6µM*
- Cc1ccc(NC(=O)c2c(C(=O)Nc3ccccc3)sc3nc(C)cc(=O)n23)c(C)c1
 : 9%, ·, -11%, -27%, -12%, i, -0.9%, 6%, ·
- [O-][n+]1c(/C=C/c2ccccc2)ccc2ccccc21
 : -25%, -10, ?, -27%, -14%, ?, 25%, ?, 21µM*
- O=C(COC(=O)c1ccc(S(=O)(=O)N2CCCCCC2)cc1)NCc1ccc(F)cc1
 : 0%, 5, 0%, 15%, 1%, i, 0.0%, -4%, 1%
- COc1ccc(-n2cc3c(c2-c2cccc(Br)c2)c(=O)n(C)c(=O)n3C)cc1OC
 : -12%, ·, -12%, -23%, 10%, i, 5.2%, -6%, ·
- CC(C)(C)OC(=O)CNC(=O)c1nc[nH]c1C(=O)N1CCN(c2ccccc2)CC1
 : 5%, 2, 9%, -2%, 1%, i, -0.9%, -3%, 5%
- O=C(Cn1nc(C(F)F)cc1C1CC1)NCCC1=CCCCC1
 : -16%, -21, -16%, -24%, -1%, i, 0.2%, -9%, ?
- O=C(CSc1nc2ncc(Cl)cc2[nH]1)N(Cc1ccccc1)C1CCS(=O)(=O)C1 (stereo not given)
 : -22%[11.3 µM], 3, 24%, 1%, 0%, i, 0.8%, -6%, 2%
- CC1c2[nH]c3ccccc3c2C[C@H]2C(=O)N(CCO)CC(=O)N12 (stereo not given in full)
 : 4%, -13, 1%, 1%, -4%, i, -0.4%, 5%, -3%
- Cc1ccc2c(c1)cc(C(=O)Nc1ccccc1C)n2C
 : ·, ·, ·, -4%, -6%, ·, 6.2%, 20%, ·
- CCOC(=O)CSc1nc2ccccc2c(=O)n1CCc1ccc(OC)c(OC)c1
 : 8%, ·, -5%, -10%, 2%, i, 0.3%, ·, ·
- CCOc1ccc(NC(=O)c2cccc(OC(=S)N3CCOCC3)c2)cc1
 : 14%, 40, -22%, 1%, 3%, i, 3.4%, ?, 11%
- CCOc1ccc(/C=N/n2cc(-c3ccccc3)[nH]c2=S)cc1
 : 20%, -15, ?, 14%, -3%, i, 13%, ?, 0%
- NC(=O)c1ccc(SCC(=O)OCC(=O)N2CCN(C(=O)c3ccco3)CC2)c([N+](=O)[O-])c1
 : -2%, 13, 4%, 11%, -17%, i, -0.9%, 10%, -5%
- Cc1c(C(=O)O)sc2nc(CSc3ncc(C(F)(F)F)cc3Cl)[nH]c(=O)c12
 : -3%, 11, -1%, 7%, -2%, i, 0.4%, -8%, -2%
- O=C(Nc1cccnc1)Nc1ccccn1
 : 0%, -13, 0%, -36%, -4%, i, 2.4%, ?, -1%
- O=C(NC1CCCCC1)c1cccnc1Sc1ccccc1Cl
 : 5%, -9, -16%, -2%, 9%, i, 0.4%, -18%, -8%
- CCCCn1nnnc1C(c1cc2ccccc2o1)N1CCN(C/C=C/c2ccccc2)CC1 (stereo not given)
 : -35%, -11, ?, -18%, ·, ?, 3.3%, ·, ·
- Cc1c(C(=O)NCc2ccccc2)sc2nc3n(c(=O)c12)CCC3
 : ·, ·, 7%, -86%, 5%, ·, 2.3%, 2%, ·
- COc1ccc(C)cc1NC(=O)C1CCN(S(C)(=O)=O)CC1
 : 23%, 0, 16%, -24%, -1%, i, -0.5%, 7%, -3%

One compound at a time, from the list above. Values in the order: ATXN2 expr inh, IL1B secr inh, TGFb inhibitor, HepG2 viability, A549 tox, ATXN viability, Nrf2 activator, Nrf2 block, MCF10A rerep
Cc1ccc(NC(=O)CSc2nnc(N)s2)cc1S(=O)(=O)N1CCOCC1 reads -8%, 8, -22%, 14%, 2%, i, 0.2%, -5%, 0%
Cc1c(C(=O)O)sc2nc(CSc3ncc(C(F)(F)F)cc3Cl)[nH]c(=O)c12 reads -3%, 11, -1%, 7%, -2%, i, 0.4%, -8%, -2%

2 compounds picked at random from those above, as already listed:
Screens in order – ATXN2 expr inh, IL1B secr inh, TGFb inhibitor, HepG2 viability, A549 tox, ATXN viability, Nrf2 activator, Nrf2 block, MCF10A rerep
- Cc1cccnc1CN1CCN(C(=O)c2cc(COc3ccc4ncccc4c3)on2)CC1
 : -35%, -24, ?, -1%, -16%, i, 3.4%, 4.1µM*, ?
- CCOc1ccc(NC(=O)CSc2nnc(NC(=O)Nc3ccccc3)s2)cc1
 : ·, ·, -4%, -23%, 1%, ·, -0.4%, ·, ·

The listing continues:
Screens in order – ATXN2 expr inh, IL1B secr inh, TGFb inhibitor, HepG2 viability, A549 tox, ATXN viability, Nrf2 activator, Nrf2 block, MCF10A rerep
- COC(=O)c1cc(C(=O)Nc2cc(C)on2)cc([N+](=O)[O-])c1
 : -7%, -9, 23%, -6%, 2%, i, -0.6%, 1%, 2%
- COc1ccc2c(C)cc(SCC(=O)Nc3nsc(-c4ccc(C)cc4)n3)nc2c1
 : 0%, 1, 4%, 2%, 5%, i, -0.4%, 2%, 1%
- COc1ccc(Nc2cc3n(c(=O)n2)CCc2cc(OC)c(OC)cc2-3)c(C)c1
 : ·, 0, 5%, -3%, -8%, i, 6.9%, ?, -1%
- O=c1cc(-c2ccccc2)[nH]n1-c1ccccc1
 : ?, -16, ?, -41%, -5%, ?, 5.0%, ?, ?
- Cc1ccc(OCCC(=O)OC(C)C(=O)Nc2ccc(Cl)cn2)cc1 (stereo not given)
 : -10%, -1, 1%, 5%, 5%, i, -1.0%, 3%, -1%
- CCc1ccc(CN(C)CC(O)COc2cccc3ccccc23)cc1 (stereo not given)
 : ?, -99*, ?, -101%, 1%, i, 5.2%, -1%, ?
- O=Cc1cc2cc3c(cc2nc1Cl)OCCO3
 : -1%, 15, -8%, -23%, 0%, i, 0.4%, 5%, -4%
- O=C(NCc1ccc(C(F)(F)F)cc1)c1ccc(-c2cccnc2)c2ccoc12
 : -23%, 0, ?, -24%, ·, i, 3.5%, ·, ·
- CCCCC(=O)Nc1ccc(C(=O)NNC(=S)NC(=O)c2ccco2)cc1
 : ·, 27, -24%, -1%, -3%, i, -0.3%, ?, 18%
- C=CC[C@@H](CC(=O)N[C@@H](CO)Cc1ccccc1)C(=O)N[C@@H](COC(=O)[C@@H](CC=C)Cc1ccc(F)cc1)Cc1c[nH]c2ccccc12
 : -34%, -51*, -29%, -28%, -18%, ?, 7.1%, 1%, 7%
- O=C(CC(C(=O)O)C1CCCO1)NCc1ccccc1 (stereo not given)
 : -4%, 13, -5%, -2%, -1%, i, 0.4%, 3%, -2%
- O=C(O)C1CN(c2nc(Cl)ccc2[N+](=O)[O-])C1
 : -28%, 3, 23%, 4%, ?, i, 24%, -2%, 0%
- O=C(NCC(c1ccc(Cl)cc1)N1CCCCC1)c1ccc(F)cc1 (stereo not given)
 : -14%, ·, -2%, -18%, -3%, ?, 4.6%, 8%, ·
- O=C(NCCc1ccccn1)C1CCCN(S(=O)(=O)Cc2ccccc2)C1 (stereo not given)
 : -8%, 4, 0%, -33%, -9%, i, 0.1%, -6%, -5%
- CCOC(=O)Cc1nnc(NC(=O)CSc2ccccc2)s1
 : 0%, 0, 5%, -20%, 8%, i, -0.2%, ·, 5%
- Cc1cc(C)n(-c2cc(C)c(C)cc2Br)n1
 : 12%, 1, -8%, -3%, -16%, i, -0.2%, 7%, 0%
- COc1ccc(-n2nc(C(=O)NCC(=O)Nc3cc(OC)ccc3OC)c3ccccc3c2=O)cc1
 : -25%, -19, 15%, -3%, -12%, i, -0.1%, ?, 13%
- CCCC(C)NC(=O)c1cc(Cl)ccc1OC (stereo not given)
 : 2%, 28, -21%, -2%, 1%, i, -0.7%, ·, -17%

Shown as a hit in IL1B secr inh, of those listed so far:
| Molecule | IL1B secr inh | TGFb inhibitor | Nrf2 activator |
| --- | --- | --- | --- |
| CCc1ccc(CN(C)CC(O)COc2cccc3ccccc23)cc1 (stereo not given) | -99* | ? | 5.2% |
| C=CC[C@@H](CC(=O)N[C@@H](CO)Cc1ccccc1)C(=O)N[C@@H](COC(=O)[C@@H](CC=C)Cc1ccc(F)cc1)Cc1c[nH]c2ccccc12 | -51* | -29% | 7.1% |
